# hIAP block = human IAP inhibition. P09923. purified IAP, CDP-Star luminescence, 30 min. inhibition, % at 10 µM. actives 0.12% (n = 330,000);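 active = inhibition reaching a set limit with compound at 10 µM in the primary screen, cut at about 35% in these data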;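 also: plate controls were DMSO wells with enzyme for no effect and no-enzyme buffer wells for full effect; values of inactives mirror those of a sister screen read the other way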
# Target sequence (P09923 whole entry, looked up): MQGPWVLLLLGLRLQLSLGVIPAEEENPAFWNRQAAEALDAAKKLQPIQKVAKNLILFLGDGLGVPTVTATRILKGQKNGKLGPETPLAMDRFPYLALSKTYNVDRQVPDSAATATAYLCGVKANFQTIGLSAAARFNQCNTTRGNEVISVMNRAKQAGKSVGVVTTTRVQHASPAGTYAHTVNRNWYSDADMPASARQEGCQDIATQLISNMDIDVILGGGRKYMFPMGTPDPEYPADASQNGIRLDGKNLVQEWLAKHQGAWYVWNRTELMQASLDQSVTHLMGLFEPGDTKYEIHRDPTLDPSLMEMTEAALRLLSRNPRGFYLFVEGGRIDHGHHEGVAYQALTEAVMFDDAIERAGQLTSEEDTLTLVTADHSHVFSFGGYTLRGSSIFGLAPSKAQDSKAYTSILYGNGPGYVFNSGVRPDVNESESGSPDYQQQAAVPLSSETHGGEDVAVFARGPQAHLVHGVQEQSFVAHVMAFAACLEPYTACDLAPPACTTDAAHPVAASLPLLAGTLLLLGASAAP
# A3A deaminase = human APOBEC3A DNA deaminase inhibition; P31941; recombinant A3A, FAM/TAMRA ssDNA deamination fluorescence; inhibition, % at 20 µM; actives 0.41% (n = 330,000); AID 493011;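 active = at least 40% inhibition at 20 µM here, with at most 30% in a related deaminase screen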;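 also: plate controls were A3A with DMSO for no effect and wells lacking A3A enzyme for full effect; some results filed as inactive read as strong as hits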
# Target sequence (P31941 whole entry, looked up): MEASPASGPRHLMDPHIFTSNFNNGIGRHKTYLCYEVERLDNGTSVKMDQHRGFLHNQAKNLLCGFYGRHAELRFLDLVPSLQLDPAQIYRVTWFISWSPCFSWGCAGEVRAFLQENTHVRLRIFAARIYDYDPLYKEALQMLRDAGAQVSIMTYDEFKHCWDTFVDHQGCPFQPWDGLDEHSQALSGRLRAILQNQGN
# ATG4B inhibitor = inhibitors of human ATG4B cysteine protease; Q9Y4P1; actives 0.51% (n = 340,000); ATG4B cleavage of LC3-PLA2, NBD-HPC fluorescence, 1 h; inhibition, % at 8.33 µM; in the data active = inhibition above about 40%
# mIAP block = mouse IAP inhibition; purified mouse IAP, CDP-Star luminescence, 30 min; inhibition, % at 10 µM; actives 0.2% (n = 330,000); AID 2806;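 active = inhibition of at least 40% at 10 µM in the primary screen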;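 also: plate controls were DMSO with enzyme for no effect and no enzyme wells for full effect; values of inactives mirror those of a sister screen read the other way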
# MIN6 prolif = induces beta-cell replication in MIN6 cells; MIN6 cells proliferation, ATPlite luminescence, 48 h; cells starved in 0.2% serum; 100% = growth in 10% serum; proliferation, % at 10 µM; actives 0.29% (n = 330,000); AID 2380;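 active = compounds whose signal lies at least 3.5 SD above the mean of all wells on their plate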;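 also: 0% = DMSO-treated cells in low-serum medium and 100% = 10% serum control; some compounds called inactive have numbers as strong as hits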
# hIAP act = human IAP activation. P09923. purified human IAP, CDP-Star luminescence, 30 min; stronger effect = higher value; 1 = vehicle-only enzyme, 0 = enzyme-free background. activation factor at 10 µM. actives 0.16% (n = 330,000);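 active = activation factor of the enzyme at least 2-fold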; also: the source names both 10 and 20 µM as test concentration; values of inactives mirror those of a sister screen read the other way
# MPTP inh = blocks calcium-induced mitochondrial swelling | isolated mouse mitochondria, Ca2+ swelling absorbance, 30 min | inhibition, % at 10 µM | actives 1.4% (n = 360,000) | AID 602449;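 active = inhibition of 50% or more, scaled per plate between neutral and stimulator controls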;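 also: 0% = DMSO wells given calcium and 100% = 1 mM EGTA wells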
# APOBEC3G inh = blocks human APOBEC3G single-stranded DNA deamination | Q9HC16 | recombinant A3G, ssDNA deamination FAM/TAMRA fluorescence | inhibition, % at 20 µM | actives 0.28% (n = 330,000) | AID 493012;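 active = inhibition of at least 40% at 20 µM, with no more than 30% in the related APOBEC3A deaminase screen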;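 also: plate controls were DMSO wells with A3G for no effect and wells lacking A3G enzyme for full effect; some compounds called inactive have numbers as strong as hits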
# mIAP activ = mouse IAP activation | muIAP, CDP-Star luminescence, 30 min; stronger effect = higher value; 1 = vehicle-only enzyme signal, 0 = enzyme-free wells | activation factor at 10 µM | actives 0.24% (n = 330,000);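 active = activation factor of at least 2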; also: the source names both 10 and 20 µM as test concentration; values of inactives mirror those of a sister screen read the other way
#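 Assay system: mouse IAP enzyme; reagent: chemiluminescent substrate CDP-Star; dosing: test compounds delivered from DMSO solution; schedule: 30 min at room temperature; measured by: luminescence from enzymatic CDP-Star hydrolysis; controls: DMSO-only wells and no-enzyme negative control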
# Starred values were filed as active, the others as inactive; . = no result given.
SMILES,hIAP block,A3A deaminase,ATG4B inhibitor,mIAP block,MIN6 prolif,hIAP act,MPTP inh,APOBEC3G inh,mIAP activ
Cc1cc(Br)ccc1NC(=O)CNC(=O)CSc1n[nH]c(N)n1,-21,-2,-3,-1,1,1.2,-0.1,-4,1
Fc1ccc(CN(Cc2ccccc2)C(c2cccs2)c2nnnn2C2CCCCC2)cc1 (stereo not given),-2,6,-8,20,-5,1,6.3,1,0.8
CCn1cnc2sc(C(=O)N3CCN(Cc4ccc5c(c4)OCO5)CC3)c(C)c2c1=O,16,-3,.,3,3,0.84,.,-5,0.97
O=C(C1=C[C@H](C2CC2)C[C@H](OCc2ccc(CO)cc2)O1)N1CCN(Cc2ccccc2)CC1,-3,-4,-3,-4,-4,1,-1.4,-12,1
COC(=O)c1cc(COC(=O)c2nc3nc(C)cc(C)n3n2)oc1C,7,1,-3,-3,3,0.93,-4.1,-7,1
COc1ccc(/C=N/Nc2ccc(C(F)(F)F)cc2[N+](=O)[O-])cc1,2,-5,1,8,-2,0.98,-1.9,-7,0.92
CCc1cc(=O)oc2cc(C)cc(OC(C)C(=O)NCCN3CCOCC3)c12 (stereo not given),11,-3,-7,10,2,0.89,-2.1,-1,0.9
Cc1ccc(-n2cc3c(=O)n(C)c(=O)n(C)c3c2)cc1C,10,5,-12,-9,1,0.9,-1.4,4,1.1
COC(=O)c1ccccc1NC(=O)CSc1nnc(Cc2ccc(Cl)cc2)o1,-10,-4,-9,-1,-1,1.1,2.4,-5,1
COc1ccc(CCC(=O)Nc2cnc3ccccc3c2)cc1,-6,2,-3,-3,-3,1.1,1.5,-4,1
c1ccc(Cn2nnc3c(NCc4ccc5c(c4)OCO5)ncnc32)cc1,18,-1,5,11,-2,0.82,1.7,-4,0.89
COc1ccccc1/C=C(/C(=O)OCC(N)=O)c1ccccc1,6,0,-7,0,2,0.94,1.7,1,0.99
CCCNS(=O)(=O)/C=C/c1ccccc1,0,-11,9,-12,-2,1,-0.2,-2,1.1
CCC(=O)N1CCc2cc(Br)cc(S(=O)(=O)C3(C(=O)OC)CC3)c21,-14,1,-7,-4,-1,1.1,-4.8,-5,1
O=C1c2ccc(-c3ccc(F)cc3OCc3ccccc3)cc2S(=O)(=O)c2cccc(C(=O)N3CCN(c4ncc(Cl)cc4Cl)CC3)c21,26,-2,5,-5,0,0.74,-0.4,-8,1.1
COc1ccc(NC(=O)C(CCS(C)(=O)=O)N2C(=O)c3ccccc3C2=O)cc1 (stereo not given),6,-3,-4,4,-3,0.94,-0.4,-10,0.96
CCOCc1c(C(=O)OCC(=O)/C(C#N)=C(\C)N)oc2ccccc12,-33,3,-8,1,-1,1.3,0.8,-9,0.99
C#CCN(Cc1ccccc1)S(=O)(=O)C=C,11,-2,-5,8,-4,0.89,.,-9,0.92
O=C(NN1C(=O)c2ccccc2NC1c1ccco1)c1ccc(Br)cc1 (stereo not given),12,-1,-3,11,-2,0.88,-1.3,5,0.89
O=[N+]([O-])c1cccc(CN2[C@@H](Cc3ccccc3)COCCS2(=O)=O)c1,9,-2,5,7,-3,0.91,0.9,-4,0.93
CN(C)CC(C)(C)CNC(=O)C1CCN(CCCc2ccccc2)CC1,-29,-4,-5,-8,-3,1.3,-1.4,-7,1.1
COc1ccc(Cl)cc1C1=CC(=O)C[C@H](c2ccc(F)cc2)C1,0,-3,9,-2,-6,0.99,0.1,-9,1
C=CCNC(=O)c1ccccc1NC(=O)COc1ccc(OC)cc1,10,0,-7,-4,-1,0.9,2.2,-2,1
Cc1ccc(N(Cc2ccc(C(=O)NCCSc3ccccn3)cc2)S(C)(=O)=O)cc1C,2,-4,-3,10,0,0.98,0.4,-2,0.9
CN(C(=O)CSc1nc2ccccc2c(=O)n1C)C1CCS(=O)(=O)C1 (stereo not given),-12,-4,-3,11,-3,1.1,-0.2,0,0.89
OCCNCc1cc(Br)ccc1OCc1ccc(F)cc1,1,-3,4,6,0,0.99,1.1,-7,0.94
COC(=O)c1ccc(-n2nnnc2SCC(=O)N2CCCCC2)cc1,-9,-1,-9,-2,-1,1.1,3.2,-10,1
CCC(=O)N1CCC2(CC1)Oc1ccc(F)cc1C(=O)C21CC(c2ccc(Cl)cc2)=NO1 (stereo not given),-1,0,-11,7,-5,1,-2.4,-8,0.93
CN1CCN(c2ccc(Cl)cc2NC(=O)c2ccc(S(=O)(=O)N(C)C)cc2)CC1,2,1,-7,6,-3,0.98,1.3,-6,0.94
CC(=O)C1=C(C)N(Cc2ccccc2)C(=O)N[C@@H]1c1cccc(C(F)(F)F)c1,3,1,-3,-3,-3,0.97,1.8,-4,1
CN(C)C(=O)CCc1ccc2c3c([nH]c2c1)[C@]1(C)[C@@H](C(=O)N2CCCCC2)C[C@H](CC(=O)NCCC2=CCCCC2)C(=O)N1CC3,.,-2,-8,-7,.,.,-0.7,0,1.1
Cc1ccc(C(=O)C(C)Sc2nnc(N)s2)cc1 (stereo not given),14,1,1,2,-2,0.86,-4.0,-3,0.98
COC(=O)/C(=C/c1cccc([N+](=O)[O-])c1)NC(=O)c1ccc(OC)cc1,-14,2,-3,-4,-1,1.1,0.9,0,1
CCc1ccc(OC)c(S(=O)(=O)Nc2ccc(Cc3ccncc3)cc2)c1,20,0,-3,-5,-6,0.8,79*,-3,1.1
O=C(Nc1ccccc1)C1=C(O)CC(c2ccoc2)CC1=Nc1ccccc1 (stereo not given),2,5,2,10,1,0.98,2.1,1,0.9
CC1CN(CC(O)COc2ccc(C(C)C)cc2)CC(C)O1 (stereo not given),14,3,-12,9,0,0.86,1.0,3,0.91
CCCCC12CN3CCN(CC(C3)/C1=N\NC(=O)c1ccccc1N)C2,5,1,1,-1,1,0.95,-1.9,-5,1
c1ccc2c3n(nc2c1)CCCCO3,-4,-4,1,-11,-4,1,0.2,-11,1.1
Cc1cnc(C(=O)OC(C)C(=O)Nc2ccc(Oc3ccccc3)cc2)cn1 (stereo not given),-4,-2,-44,-9,-4,1,-2.6,-5,1.1
CC(=O)Nc1ccc(-n2c(C)ccc2-c2ccccc2)cc1,-14,-2,7,-10,-1,1.1,0.8,2,1.1
CCOc1ccc(-c2c[n+](=O)c3c(n2[O-])CCCC3)c(OCC)c1,0,-1,0,8,-2,1,-1.2,-6,0.92
O=C(NCCc1ccco1)C(=O)NCC1OCCCN1S(=O)(=O)c1cc(F)ccc1F (stereo not given),2,-5,-3,3,3,0.98,-2.2,-12,0.97
CC(=O)N(CC1CCCO1)c1nnc(-c2ccccn2)s1 (stereo not given),-4,0,-9,-2,1,1,5.7,2,1
O=C(OCc1cc(Cl)ccc1OC(F)F)c1ccc([N+](=O)[O-])o1,11,3,.,0,-4,0.89,.,-14,0.99
COc1ccc(OC(C)C(=O)N(C)Cc2nc(-c3ccc(OC)cc3)no2)cc1 (stereo not given),4,2,0,-4,2,0.96,-2.5,-5,1
CC(C)CCN1NC2(CCC(C)CC2)NC1=S (stereo not given),14,-8,10,-3,3,0.86,2.5,-6,1
O=C(Nc1ccccc1C(=O)N1CCCCC1)c1cc(F)c(F)cc1Cl,-15,-1,5,-2,2,1.2,-0.2,-2,1
CCOc1ccc2nc(NCCO)[nH]c2c1,-22,-5,5,1,-4,1.2,1.4,0,0.99
COCCn1c(=NC(=O)C(C)(C)C)sc2cc([N+](=O)[O-])ccc21,15,2,11,9,0,0.85,1.7,-3,0.91
Cc1ccnc(NC(=O)CNC(=O)c2sc3ccccc3c2Cl)c1,-9,-4,0,-5,0,1.1,-2.2,-11,1.1
Cc1ccc(NC(=O)CNS(=O)(=O)c2ccc(F)cc2)cc1C,6,-1,0,-7,1,0.94,0.3,-9,1.1
COc1cccc(NC(=O)CCS(=O)(=O)c2ccc3c(c2)oc(=O)n3C)c1,5,1,4,3,-3,0.95,-1.1,-2,0.97
CCc1ccc2nc3nc(C)cc(C)c3c(N)c2c1,12,9,-5,-4,-4,0.88,-0.5,5,1
Nc1nc(CSc2ncn(-c3ccccc3)n2)cs1,-5,1,1,4,-2,1.1,-1.5,-3,0.96
CC(C)(CNC(=O)c1ccc(Br)o1)N1CCOCC1,-25,-3,1,-4,-3,1.2,-1.0,-3,1
CC1CCN(C(=O)c2ccc(NC(=O)c3ccccc3)cc2)CC1,10,-4,-5,5,1,0.91,-2.3,-7,0.95
Cc1cc(-c2n[nH]c(=S)n2/N=C/c2ccc(C)s2)n[nH]1,-64,5,-2,-2,-1,1.6,0.5,55*,1
CC(NC(=O)c1ccccc1)C(=O)NC1=NCCS1 (stereo not given),-3,0,-6,5,-1,1,-0.1,-6,0.95
O=C(OCCNC(=O)c1ccc2ccccc2n1)c1ccc(F)cc1,11,-3,-16,14,1,0.89,-0.7,-8,0.86
NC(=O)C1CCN(CC(=O)Nc2ccccc2C(=O)NC2CC2)CC1,-3,-4,-11,-8,-2,1,-0.1,-9,1.1

# 2 entries picked at random from those above, as already listed:
SMILES,hIAP block,A3A deaminase,ATG4B inhibitor,mIAP block,MIN6 prolif,hIAP act,MPTP inh,APOBEC3G inh,mIAP activ
CCOc1ccc(-c2c[n+](=O)c3c(n2[O-])CCCC3)c(OCC)c1,0,-1,0,8,-2,1,-1.2,-6,0.92
CC(C)(CNC(=O)c1ccc(Br)o1)N1CCOCC1,-25,-3,1,-4,-3,1.2,-1.0,-3,1

# Continuation.
SMILES,hIAP block,A3A deaminase,ATG4B inhibitor,mIAP block,MIN6 prolif,hIAP act,MPTP inh,APOBEC3G inh,mIAP activ
CC(=O)c1c(O)cc(O)c(C(C)=O)c1O,0,2,-12,10,-6,1,90*,2,0.9
CC(=O)Oc1ccc(-c2cccc(C(=O)N(C)c3ccc(O)cc3)c2)cc1,5,0,5,1,-3,0.95,-0.1,-7,0.99
O=C(CCCSc1nnnn1-c1cccc2ccccc12)c1ccc(F)cc1,14,-1,-2,2,-2,0.86,3.5,-3,0.98
Cc1c(Cc2ccccc2)sc(/N=C/c2c(O)ccc3ccccc23)c1C(N)=O,-8,-3,52*,20,-5,1.1,30,-2,0.8
CCC(C)C(NC(=O)C1CCC(C)CC1)C(=O)NCc1ccccn1 (stereo not given),4,3,-10,-9,5,0.95,0.2,0,1.1
Cc1cc(C)c2c(CC(=O)N(CCC#N)Cc3cccnc3)coc2c1,17,-5,-9,9,-1,0.83,-0.5,-7,0.91
O=C(CN1CCC(C(=O)c2ccc(F)cc2)CC1)Nc1ccc(F)cc1,13,-2,-12,-6,-1,0.87,1.6,-2,1.1
Cc1ccc(NC(=O)c2c(F)cccc2Cl)cc1S(=O)(=O)N1CCOCC1,25,-5,3,1,-3,0.75,0.1,-10,0.99
Cc1ccc(NC(=O)c2ccc(Cl)c(S(=O)(=O)N3CCCCC3)c2)nc1,-6,-4,-3,11,0,1.1,-0.2,-8,0.89
O=C(Cc1ccc(N2CCNC2=O)cc1)N1CCCC(Nc2ccc(F)c(F)c2)C1 (stereo not given),4,2,-1,-3,-1,0.96,-0.4,-6,1
CCCn1c(O)c(N=NC(=O)CNC(=O)c2ccncc2)c2ccccc21,34,-3,3,1,4,0.67,-1.5,-5,0.99
COc1cc(C(=O)N2CCN(c3ncnc4sc(C)c(C)c34)CC2)cc(OC)c1OC,-16,5,-8,0,-2,1.2,2.5,-6,1
COC(=O)c1ccc(NC(=O)C[n+]2ccccc2)cc1,-1,4,3,-13,2,1,0.3,-1,1.1

# Random draw from the library; overall some 3.3% were active at least once.
